# Screens: PubChem, several laboratories
# Rv3671c protease: inhibitors of M. tuberculosis serine protease Rv3671c. AID 2606. P9WHR9. 320,000 tested, 0.048% active. inhibition, % at 5.96 µM; in the data active = inhibition above about 38%;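 note: extracellular domain of Rv3671c used as enzyme; 0% = enzyme with DMSO and 100% = no enzyme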
# Yp Topo-I inh: blocks Yersinia pestis topoisomerase I activity. Y. pestis Topo-I cleavage product accumulation, plate reader. activity, % at 10 µM. 360,000 tested, 0.064% active; in the data active = activity above about 50%, passing the limit was not always enough; inconclusive = no clear call, values can overlap the other calls; note: inactives centre near 2
# DUSP3 inh: DUSP3 (human) phosphatase inhibition; P51452; recombinant VHR phosphatase, pNPP absorbance; inhibition, % at 13.3 µM; 290,000 tested, 0.52% active; AID 1654; in the data active = inhibition above about 50%; note: some compounds called inactive have numbers as strong as hits
# Target sequence (P51452 whole entry, looked up): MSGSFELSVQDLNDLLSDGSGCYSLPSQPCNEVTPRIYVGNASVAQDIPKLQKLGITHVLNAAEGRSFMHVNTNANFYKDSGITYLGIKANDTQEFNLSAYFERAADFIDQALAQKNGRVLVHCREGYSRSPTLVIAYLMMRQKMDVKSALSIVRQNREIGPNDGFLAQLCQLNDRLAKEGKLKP
# Vc quorum ag: induces V. cholerae light production without autoinducers; activation, % at 18.7 µM; V. cholerae BH1578 lux reporter, luminescence, 6 h; AID 588436; 350,000 tested, 0.16% active; in the data active = activation mostly above about 9.7%, no sharp cut-off; inconclusive = no clear call, values can overlap the other calls; inactive = mostly below about 3.7%; note: not every result past the cut was called active; inactives centre near 0; reference of the scale not given here
# SSB-PriA inh: blocks PriA binding to SSB C-terminal tail | AlphaScreen SSBct-PriA binding, biotinylated peptide | inhibition, % at 33 µM | 430,000 tested, 0.6% active; in the data active = inhibition mostly above about 37%, no sharp cut-off; inactive = mostly below about 20%;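 note: plate controls were negative control peptide for no effect and reference peptide for full effect; strong numbers were not always called active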
# TcdB GH inh: blocks C. difficile toxin B glycohydrolase activity; P18177; TcdB glycohydrolase enzymatic assay, plate reader; inhibition, % at 9.99 µM; 350,000 tested, 0.24% active; AID 652162; in the data active = inhibition above about 10%
# MazF activator: activators of E. coli MazEF toxin-antitoxin RNase; 350,000 tested, 0.32% active; P0AE70; FAM/BHQ RNA-DNA oligo cleavage fluorescence, 5 h; activation, % at 20 µM; AID 504720; in the data active = activation above about 50%
# Anthrax LF inh2: inhibitors of Bacillus anthracis lethal factor protease | multiplex microsphere protease cleavage assay, LF | 360,000 tested, 0.12% active | inhibition, % at 10 µM; in the data active = inhibition above about 30%; inconclusive = no clear call, values can overlap the other calls; note: plate controls were buffer without enzyme for full effect and enzyme alone for no effect
# Target sequence (P15917 whole entry, looked up): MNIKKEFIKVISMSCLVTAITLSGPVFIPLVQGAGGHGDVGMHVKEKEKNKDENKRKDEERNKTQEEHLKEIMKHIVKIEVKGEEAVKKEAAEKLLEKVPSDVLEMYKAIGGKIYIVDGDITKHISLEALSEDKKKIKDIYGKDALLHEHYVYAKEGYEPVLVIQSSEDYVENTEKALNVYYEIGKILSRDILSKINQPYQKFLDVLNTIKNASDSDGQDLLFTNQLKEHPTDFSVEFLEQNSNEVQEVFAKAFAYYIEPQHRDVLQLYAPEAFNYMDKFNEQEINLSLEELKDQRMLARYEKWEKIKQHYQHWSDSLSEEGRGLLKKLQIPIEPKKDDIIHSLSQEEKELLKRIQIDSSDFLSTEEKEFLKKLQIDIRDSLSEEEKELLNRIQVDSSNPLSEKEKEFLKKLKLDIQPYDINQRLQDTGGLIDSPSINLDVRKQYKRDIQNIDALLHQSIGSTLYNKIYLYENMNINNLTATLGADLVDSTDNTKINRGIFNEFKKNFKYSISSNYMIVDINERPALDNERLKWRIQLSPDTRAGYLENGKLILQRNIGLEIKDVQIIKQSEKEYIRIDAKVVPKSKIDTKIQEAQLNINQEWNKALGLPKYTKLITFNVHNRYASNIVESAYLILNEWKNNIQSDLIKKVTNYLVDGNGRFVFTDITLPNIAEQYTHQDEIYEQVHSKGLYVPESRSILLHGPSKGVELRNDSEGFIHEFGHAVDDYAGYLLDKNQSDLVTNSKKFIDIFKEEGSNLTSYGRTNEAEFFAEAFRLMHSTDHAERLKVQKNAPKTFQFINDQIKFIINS
# 3CLpro inhibitor: SARS-CoV 3CLpro protease inhibition; P0C6X7; recombinant SARS-CoV 3CLpro, quenched FRET peptide cleavage; inhibition, % at 6 µM; 290,000 tested, 0.14% active; AID 1706; in the data active = inhibition above about 12%
# PfHsp40 yeast: compounds rescuing yeast from Plasmodium falciparum HSP40 toxicity; S. cerevisiae expressing PfHsp40, growth rescue, ATP luminescence; growth rescue, % at 12.5 µM; 340,000 tested, 0.68% active; AID 504582; in the data active = growth rescue above about 28%, passing the limit was not always enough; inconclusive = no clear call, values can overlap the other calls;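 note: yeast W303a lacking pdr1 and pdr3 grown in galactose medium; growth measured after three days at 30 °C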
# Numbers without * were called inactive; i = inactive; ? = inconclusive; / = no result given; & = joins results of further samples.
# A first look:
SMILES	Rv3671c protease	Anthrax LF inh2	SSB-PriA inh	PfHsp40 yeast	Vc quorum ag	Yp Topo-I inh	MazF activator	3CLpro inhibitor	DUSP3 inh	TcdB GH inh
O=C(COc1ccc2cc(Br)ccc2c1)N1CCOCC1	2.5	-9.1	-7.3	-0.4	-5.5	7.4	8.7	/	/	0.5
CCN1CCN(C(=O)c2ccc(S(=O)(=O)Nc3ccccc3)cc2)CC1	6.0	0.2	-0.3	-0.7	-7.1	-3.3	6.4	/	/	0.7
Cc1ccc(NC(=O)CN2CCN(C(=O)C3CCCO3)CC2)c(C)c1 (stereo unspecified)	3.6	2.8	-7.8	-1.2	i	12.5	5.1	-0.9	5.0	-0.3

# All compounds of this part, previewed entries included:
SMILES	Rv3671c protease	Anthrax LF inh2	SSB-PriA inh	PfHsp40 yeast	Vc quorum ag	Yp Topo-I inh	MazF activator	3CLpro inhibitor	DUSP3 inh	TcdB GH inh
O=C(COc1ccc2cc(Br)ccc2c1)N1CCOCC1	2.5	-9.1	-7.3	-0.4	-5.5	7.4	8.7	/	/	0.5
CCN1CCN(C(=O)c2ccc(S(=O)(=O)Nc3ccccc3)cc2)CC1	6.0	0.2	-0.3	-0.7	-7.1	-3.3	6.4	/	/	0.7
Cc1ccc(NC(=O)CN2CCN(C(=O)C3CCCO3)CC2)c(C)c1 (stereo unspecified)	3.6	2.8	-7.8	-1.2	i	12.5	5.1	-0.9	5.0	-0.3
COc1ccc(NC2CCCN(C(=O)CSc3ccccc3)C2)cc1OC (stereo unspecified)	-1.2	1.5	26.5	0.8	-0.8	19.3	3.5	2.2	18.5	1.7
COc1ccc2[nH]c(C(=O)NCc3ccccc3)c(C)c2c1	-7.0	4.6	9.1	/	-0.9	-0.1	0.2	-0.6	48.3	0.3
N/C(=N\OC(=O)CCC1CCCCC1)c1ccc([N+](=O)[O-])cc1	-1.6	-15.9	/	0.9	-0.5	-1.1	2.8	2.0	20.2	/
C=CCNC(=O)c1ccc(-n2cccc2)cc1	-6.3	-1.5	7.9	0.9	-0.2	-1.7	-2.9	1.8	29.8	-1.1
CCCCCC(=O)Nc1nc2ccccc2[nH]1	8.0	-16.8	-4.6	-0.2	-0.4	-6.3	-15.7	-4.9	33.2	/
O=C(COc1ccc(Cl)cc1Cl)NCCCCc1ccccc1	-5.4	-4.6	-6.1	-1.0	-0.3	23.4	-9.5	2.3	26.1	/
OC1(c2cn(Cc3ccccc3)nn2)CCCCC1	11.5	5.0	-12.3	-1.4	i	0.0	2.1	2.7	1.5	/
CCOC(=O)CCN=Cc1c(O)n(-c2ccc(Br)cc2)c(=O)[nH]c1=O	2.4	-0.3	6.1	2.6	-0.2	3.0	-0.1	-0.6	11.3	/
CCN(CC)C(=O)c1[nH]cnc1C(=O)Nc1ccccc1F	/	-1.4	/	/	-0.5	-1.4	5.6	/	/	0.8
CCNC(=O)C1(C)CCN(Cc2csc(-c3ccccc3)n2)C1 (stereo unspecified)	/	-5.4	/	/	-1.2	8.6	/	/	/	0.7
Cc1cc(OCC(=O)OCC(=O)N2CCc3ccccc32)ccc1Cl	-10.3	-5.6	-7.1	0.5	-0.3	24.0	-15.3	/	/	0.4
CC1(C(=O)NS(=O)(=O)c2ccccc2Cl)CCN1C(=O)Cc1cc(F)ccc1F (stereo unspecified)	/	0.5	/	/	-1.4	1.8	/	/	/	-0.1
CC1=Nc2cc(C(=O)O)ccc2Sc2c(C)ccc(C)c21	-6.2	1.2	-3.8	4.5	-0.5	1.9	2.3	2.5	-11.7	-2.5
O=C1NC(=O)N(Cc2ccccc2)CC1Br (stereo unspecified)	/	-1.4	-9.5	-0.4	i	-4.6	2.1	/	/	-0.9
O=C(CCSc1ccccc1)Nc1nnc(-c2cccs2)o1	1.3	-0.8	0.6	-0.4	-0.2	-0.8	-3.8	2.0	21.1	-5.0
CNC(=S)N/N=C/c1c2ccccc2c(Cl)c2ccccc12	-10.6	13.9	/	-0.7	-0.4	-3.7	21.4	-1.1	30.5	1.2
N#CCSc1nc2c(sc(=S)n2Cc2ccco2)c(=O)n1-c1ccc(F)cc1	-18.9	-2.4	0.3	1.3	-0.8	5.5	-0.4	2.5	26.1	/
COCc1cc(C)nc(SCc2ccc(Cl)cc2)c1C#N	1.7	13.3	-14.4	2.0	i	29.9	0.2	-1.2	13.8	-0.9
c1ccc2c(c1)-c1cccc3cccc-2c13	9.0	-3.1	-15.7	-0.1	-0.3	2.8	7.3	/	/	0.5
CCOCCOC(=O)Cn1cnc2scc(-c3ccc(C)cc3)c2c1=O	1.2	18.9	8.6	0.8	-0.6	1.3	-4.2	-2.5	12.2	0.9
Cc1ccccc1NC(=O)CCCCC(=O)Nc1ccccc1C	3.3	1.8	-9.1	-0.8	-0.4	-12.0	4.7	2.6	-2.3	-0.3
Cc1oc(-c2ccccc2F)nc1CS(=O)(=O)CC(=O)NCCN1CCCC1	-1.9	-1.0	-12.0	-0.7	-2.1	5.6	-11.6	4.1	52.7*	-2.1
CCCCCn1c(=O)[nH]c2cc(C(=O)NCCN3CCCCC3C)ccc2c1=O (stereo unspecified)	-9.2	-7.4	0.6	0.0	-1.3	-1.9	11.8	1.8	21.1	/
c1ccc(-n2cc(CN3CCCC(CN4CCCC4)C3)c(-c3ccc4c(c3)OCO4)n2)cc1 (stereo unspecified)	3.9	1.9	21.5	-0.4	-0.3	-10.0	8.2	-2.9	34.0	-0.1
CCC(C)(C(=O)NC1CCCCC1)N(CC1CCCO1)C(=O)CNC(=O)c1ccccc1 (stereo unspecified)	-1.6	-0.4	-1.9	-0.9	i	-2.2	4.0	0.6	15.2	/
O=C(Nc1cnn(Cc2ccc(Cl)cc2Cl)c1)c1noc2c1CCCC2	-0.5	2.0	7.3	-0.5	-0.2	27.9	1.9	3.3	9.4	1.8
O=C(CCCCCN1C(=O)c2ccccc2C1=O)Nc1cccc(O)c1	-2.5	0.6	-7.0	0.3	i	2.3	-2.2	0.6	6.1	1.5
COc1cc(/C=C/C(=O)c2ccc(Cl)s2)cc(OC)c1O	1.7	6.1	-10.6	0.7	i	-1.4	-6.4	-1.7	35.2	/
CN1CCCC1=Nc1c2c(nc3ccccc13)N(C)CC2	-4.5	0.5	2.0	0.4	-3.3	0.9	2.8	0.1	4.4	-0.6
CCNc1nc(N)nc(-c2cc(Cl)ccc2O)n1	-22.7	-0.4	-44.2	?	-0.4	-0.9	-4.9	0.5	-23.2	/
Cc1cc(OCC(=O)Nc2ccncc2)ccc1[N+](=O)[O-]	1.9	-0.5	5.8	0.0	0.2	-1.4	5.0	0.3	-10.4	0.0
CCn1c(SCC(=O)NC2CCCCC2)nnc1-c1ccccn1	-1.6	1.7	-23.0	-0.9	i	5.2	4.0	-7.5	14.5	1.6
COc1ccccc1CN1CCN(C(CC(C)C)c2nnnn2Cc2cccs2)CC1 (stereo unspecified)	5.3	0.6	-5.6	-0.1	/	26.6	4.1	/	23.5	/
CCc1c(C)c(C#N)c2nc3ccccc3n2c1NCCN(C)C	2.2	-7.1	-2.0&-2.3	-0.7	-0.2	3.1	0.6	-2.0	1.8	/
Cn1c(=O)ccc2ccccc21	/	-6.4	/	/	-0.3	6.0	/	/	/	0.1
CCCCC1CCC(C(=O)Nc2ccccc2N2CCOCC2)CC1 (stereo unspecified)	-3.5	1.6	-7.5	0.6	-0.3	39.9	5.7	/	/	2.3
Nc1cccnc1Oc1ccccc1F	4.5	4.7	-0.2	-1.4	-5.3	3.3	3.5	6.0	1.1	1.0
CCN(CC)CCn1c(=S)[nH]c2cc(C(=O)N3CC=C(c4ccccc4)CC3)ccc2c1=O	5.0	/	/	/	/	/	/	4.1	17.8	2.2
COc1cccc(NC(=S)NCCC(c2ccccc2)c2ccccc2)c1	-66.4	-3.3	-8.1	2.6	i	16.9	-4.0	-1.9	-0.8	/
CSc1ccccc1C(=O)Nc1cccc(N(C)S(C)(=O)=O)c1	-11.1	-3.3	-5.7	-0.1	i	-0.8	1.6	0.2	-3.8	-0.5
Cn1c(-c2ccc(F)cc2)cnc1NCc1cc2c(cc1[N+](=O)[O-])OCO2	7.8	-4.4	16.2	1.1	0.4	-5.2	-1.2	4.2	4.1	/
O=C(/C=C/c1ccco1)NC(=S)Nc1ccc(N2CCOCC2)c(Cl)c1	0.3	1.7	6.8	-0.4	-0.7	12.1	4.8	0.4	2.2	/
CCOC(=O)c1c(C)nc2ccccc2c1-c1ccccc1	-0.3	-1.0	-11.4	?	0.2	25.2	-3.9	0.5	1.9	/
COc1ccc(-n2nnnc2/C(=C/N(C)C)C(=O)c2ccccc2)cc1	-2.4	-9.8	-18.9	0.6	-0.9	2.9	6.4	-3.2	16.5	0.4
COc1ccc(CC(=O)Nc2cc(C)on2)cc1OC	2.9	-2.1	-5.3	2.2	-0.3	-0.8	2.1	3.8	-19.1	/
CCOc1ccc(Br)cc1CC(=O)O	0.9	-1.9	-6.1	-0.3	0.5	1.4	6.7	0.5	/	/
O=C(COC(=O)c1cccc(OC(F)F)c1)Nc1ncccn1	-11.3	-1.0	0.8	0.2	i	7.4	-2.1	/	/	-1.3
COc1ccc(C(=O)NNC(=S)NC(=O)c2ccccc2[N+](=O)[O-])cc1	5.9	-2.0	-6.8	-0.7	-0.2	-7.6	2.9	-0.7	8.2	0.5
COc1ccc(-c2nc3c(c(=O)[nH]c(=O)n3Cc3ccccc3)n2CCO)cc1	7.5	-0.2	-4.4	-0.3	-0.4	12.0	8.2	0.2	11.5	0.4
CCOC(=O)N1CCC(=NNC(=O)NC2CCCCC2)CC1	-10.4	-1.6	-7.4	1.7	-0.4	7.9	-123.7	1.9	-18.3	-3.1
Clc1ccc(Cn2c(-c3cccnc3Cl)nc3ccccc32)c(Cl)c1	-5.3	-1.1	-5.6	1.2	i	0.9	-9.3	8.7	31.5	/
CSc1cccc(NC(=S)N(C(C)C)C(C)c2ccccn2)c1 (stereo unspecified)	-2.0	3.5	0.4	0.5	1.6	4.0	7.9	1.2	17.7	2.4
CC1CCCCC1NC(=O)C(=O)NCC1CCCO1 (stereo unspecified)	3.2	6.2	4.9	-1.8	i	-10.3	-1.8	0.5	4.4	/
COc1ccc(C(=O)OCC(=O)c2ccc3c(c2)NC(=O)CO3)cc1S(=O)(=O)N1CCOCC1	2.5	3.7	-10.4	-1.0	i	16.9	-0.8	/	/	1.6
CC(C)(C)Cc1nc2ccccc2n1CCc1ccccc1	-0.9	-2.4	-20.8	1.2	i	32.5	3.9	-0.2	24.3	/
NC(=O)c1cccc(-c2coc3c(C(=O)NCc4cccnc4)cccc23)c1	/	0.5	/	/	i	9.6	/	/	/	2.1
COCCNC(=O)c1nn(-c2cc(OC)cc(OC)c2)c(=O)c2ccccc12	0.6	1.0	-12.2	1.1	i	-1.1	6.4	3.1	3.5	/

# More records follow:
SMILES	Rv3671c protease	Anthrax LF inh2	SSB-PriA inh	PfHsp40 yeast	Vc quorum ag	Yp Topo-I inh	MazF activator	3CLpro inhibitor	DUSP3 inh	TcdB GH inh
CCCCCCCCC(=O)Nc1cc(C)ccc1OC	1.6	-18.6	-19.3	-0.3	-0.3	30.6	-8.1	0.4	44.8	/
Cc1ccccc1-c1nc(CN2CCC(C(=O)NC3CC3)CC2)c(C)o1	0.2	0.0	-0.6	-1.0	i	-0.2	9.8	-3.9	-14.6	4.6
O=C(NCc1nc2ccccc2[nH]1)C1=C[C@H](c2csc3ccccc23)C[C@H](OCc2ccc(CO)cc2)O1	-127.1	-0.9	2.5	0.7	i	31.7	-18.8	/	3.5	-0.7
Cn1ncc([N+](=O)[O-])c1C(=O)Nc1ccccc1Cl	3.7	-0.4	-10.4	-1.0	-2.3	6.5	3.9	0.3	21.0	0.9

# A portion of the library (hit frequency here may not be typical).
